Screening data: PubChem, Johns Hopkins Ion Channel Center
Kir21 inh = Kir2.1 (mouse) channel inhibition | P35561 | HEK293-Kir2.1, FluxOR thallium flux fluorescence; active compounds read low | B-score at 10 µM | 310,000 tested, 0.85% active;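 active means fluorescence ratio B-score at or below minus 3 SD of library scores, with starting-brightness B-score within 2 SD, cut at about -4.2 in these data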;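 further: channel flux triggered by added potassium and thallium sulfate stimulus; B-score of peak minus minimum fluorescence over baseline after thallium stimulus; more negative B-score means stronger Kir2.1 block with less thallium influx; some compounds called inactive have numbers as strong as hits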
Target sequence (P35561 whole entry, looked up): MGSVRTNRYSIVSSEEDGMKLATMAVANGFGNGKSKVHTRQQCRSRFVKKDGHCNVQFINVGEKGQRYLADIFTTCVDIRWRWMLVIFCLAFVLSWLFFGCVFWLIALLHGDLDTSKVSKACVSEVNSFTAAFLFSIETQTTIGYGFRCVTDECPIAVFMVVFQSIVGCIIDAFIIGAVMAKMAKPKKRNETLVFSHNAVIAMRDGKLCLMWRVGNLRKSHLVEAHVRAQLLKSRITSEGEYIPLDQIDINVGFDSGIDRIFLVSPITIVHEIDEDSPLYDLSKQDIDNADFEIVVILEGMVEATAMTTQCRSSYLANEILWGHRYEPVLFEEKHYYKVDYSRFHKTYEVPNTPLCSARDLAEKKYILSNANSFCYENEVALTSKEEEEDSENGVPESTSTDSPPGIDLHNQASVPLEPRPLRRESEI
KCNQ2 block = KCNQ2 channel blockers in CHO-K1 cells – cell-based, FluxOR thallium flux, B-score, primary screen (AID 2156); O88943; 20 min; active compounds read low; B-score at 10 µM; 310,000 tested, 1.1% active;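 active means fluorescence ratio B-score at most minus 3 library SDs, with starting brightness B-score within 2 library SDs, cut at about -5.5 in these data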
CHT block = inhibits the human high affinity choline transporter; Q9GZV3; 310,000 tested, 0.86% active; AID 488975; B-score at 10 µM; CHT-expressing cells, membrane potential dye, choline response; active compounds read low;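 active means B-score over 3 SD under the library average, and starting fluorescence ratio not unusually high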;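 further: choline stimulus applied at its EC90 after an EC20 pre-addition; B-score computed on integrated fluorescence ratio after choline addition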
Target sequence (Q9GZV3 whole entry, looked up): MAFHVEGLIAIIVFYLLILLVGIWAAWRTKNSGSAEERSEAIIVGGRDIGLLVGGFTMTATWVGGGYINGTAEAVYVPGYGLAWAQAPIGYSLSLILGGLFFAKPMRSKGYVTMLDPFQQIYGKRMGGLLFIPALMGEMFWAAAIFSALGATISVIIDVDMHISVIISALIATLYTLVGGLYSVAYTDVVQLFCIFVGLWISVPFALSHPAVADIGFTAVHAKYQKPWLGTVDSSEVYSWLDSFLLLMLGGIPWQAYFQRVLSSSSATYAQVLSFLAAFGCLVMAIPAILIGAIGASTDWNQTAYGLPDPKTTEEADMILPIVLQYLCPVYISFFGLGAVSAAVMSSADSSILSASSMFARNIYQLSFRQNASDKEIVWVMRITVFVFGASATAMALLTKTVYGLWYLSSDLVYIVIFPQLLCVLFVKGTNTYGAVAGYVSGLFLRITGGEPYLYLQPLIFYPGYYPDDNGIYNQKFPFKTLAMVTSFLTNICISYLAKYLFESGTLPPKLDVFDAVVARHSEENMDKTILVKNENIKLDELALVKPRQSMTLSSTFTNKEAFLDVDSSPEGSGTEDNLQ
* marks the source's active call; other numbers are inactive results; i = inactive; · = no result given.

CHT block	Kir21 inh	KCNQ2 block	SMILES
i	1.31	i	C=CCNc1nc(C(=O)OCC(=O)c2ccc(C)c([N+](=O)[O-])c2)cs1
i	-1.14	i	N#Cc1c(N2CCCC(O)C2)nc(N)c2c(N)nc3c(c12)CC(=O)N3C12CC3CC(CC(C3)C1)C2 (stereo unspecified)
i	-0.36	i	CCC1(CC)Cc2ccccc2-c2nc(NCCO)[nH]c(=O)c21
i	-1.41	i	COC(=O)C1=C(C)NC(=O)CC1c1ccc(F)c(Br)c1 (stereo unspecified)
i	-1.95	i	C=CCOc1ccc(/C=C/C(=O)OCC(=O)NCC2CCCCC2)cc1
i	0.64	i	CCCN(CC(=O)Nc1ccccc1C)C(=O)c1ccc(=O)n(Cc2ccccc2)n1
i	-2.07	i	CC(=O)Nc1ccc(OC(=O)c2cccs2)cc1
i	2.67	i	Cc1ccc(C)c(Cn2nnc3c(=O)[nH]c(C4CCCN(C(=O)C5CCCCC5)C4)nc32)c1 (stereo unspecified)
i	-1.67	i	O=C1CCC2(CC1)NC(=O)N(c1ccccc1)N2
i	-1.5	i	c1cnc(N2CCN(c3cnccn3)CC2)nc1
i	-0.22	i	Cc1ccccc1NC(=O)CSc1nnc(Cc2ccccc2)c(=O)n1N
i	-0.84	i	Cc1ccc(S(=O)(=O)N2CCCCC2)cc1NC(=O)Cn1c(=O)cnc2ccccc21
i	-1.82	i	Clc1cccc(Cl)c1-c1noc(-c2ccno2)n1
i	-0.41	i	O=C(Nc1ccc(Cl)cc1)NC1CCCc2ccccc21 (stereo unspecified)
i	-0.07	i	COc1ccc(N2CCCC2)c(NC(=O)c2ccc(Br)o2)c1
i	-0.01	i	O=C(CN1CCCC1)Nc1ccc(NC(=O)Nc2ccccc2Cl)cc1
i	0.48	i	COc1ccc2[nH]c3c(=O)n(CCc4ccccc4)cnc3c2c1
i	-1.39	i	COc1ccc(C(=O)N/N=C(/C)c2ccc(N3CCCCC3)cc2)cc1
i	-1.12	i	Fc1ccc2nc(N3CCOCC3)sc2c1
i	-2.17	i	CC(C)(C)C(=O)Nc1cccc(-c2cc(-c3c(Cl)cccc3Cl)no2)c1
i	0.4	i	COC(=O)CC1C(=O)NCCN1C(=O)c1ccc(Cl)cc1 (stereo unspecified)
i	0.45	i	O=C1CNC(=S)N1Cc1ccc(F)cc1
i	0.01	i	CC(=O)c1ccc(N2CCN(c3ccc(S(=O)(=O)N4CCN(C)CC4)cn3)CC2)cc1
i	-1.93	i	COc1cc(OC)c(CN2CCCN(C)CC2)cc1Br
i	-1.29	i	CCOC(=O)C1(Cc2ccccc2)CCN(Cc2ccc(COC)o2)CC1
i	1.88	i	CC(OC(=O)c1nsc(Cl)c1Cl)C(=O)NCc1cccs1 (stereo unspecified)
i	2.15	i	COc1ccc(OC)c(-n2c(C)cc(/C=C3\C(=N)N4N=C(CC(=O)N5CCOCC5)SC4=NC3=O)c2C)c1
i	-0.42	i	Cc1cc(NC(=S)N(CCCN2CCN(C)CC2)Cc2ccco2)ccc1Cl
i	0.05	i	O=C(COC(=O)c1ccccc1)NCC1CCCO1 (stereo unspecified)
i	-0.34	i	O=C(CSc1cc(Cl)ccc1Cl)NCC1CCCO1 (stereo unspecified)
i	-3.16	i	COc1ccc(S(=O)(=O)CC(=O)c2cc3cccc(C)c3oc2=O)cc1
i	-0.7	i	Cc1nc(N2CCNCC2)c2c3c(sc2n1)CCCC3
·	-4.42	i	Cn1ncc([N+](=O)[O-])c1C(=O)NC1CCCCCC1
i	1.68	i	Cc1cc(NC(=O)CSc2nnc(COc3ccccc3)n2Cc2ccco2)no1
i	1.08	i	O=Cc1c(NCCc2cccc(F)c2)c2ccccc2[nH]c1=O
i	0.89	i	NS(=O)(=O)OCCCc1ccccc1
i	-0.06	i	COc1ccc(OC)c(CNc2c(C=O)c(=O)[nH]c3ccccc23)c1
i	1.2	i	O=C(C1CCCN(Cc2cccc(Cl)c2)C1)N1CCCCC1 (stereo unspecified)
i	-0.46	i	O=C(Nc1ccccc1-c1ccccc1)NC1CC2CCCC(C1)N2CCc1ccccc1 (stereo unspecified)
i	-0.83	i	N#CC(Cc1ccccc1)(Cc1ccccc1)C(=O)NN
i	0.21	i	O=C(CN(Cc1ccccc1)S(=O)(=O)c1ccc2c(c1)OCCO2)N/N=C/c1ccc(F)cc1
i	-0.89	i	Cc1[nH][nH]c(=O)c1C=NCc1ccc(Cl)cc1
i	0	i	O=S(=O)(c1ccccc1)c1ccc(N2CCCCCC2)cc1
i	-0.2	i	Nc1nc(NC(=O)c2ccccc2Cl)nn1-c1ccccc1
i	0.85	i	CCOC(=O)Nc1ccc2c(c1)N(C(=O)CN1CCN(CCO)CC1)c1ccccc1CC2
-5.53*	-0.42	i	COc1ccc(-n2c(SCC(=O)NCC3CCCO3)nc3ccccc32)cc1 (stereo unspecified)
i	-2.78	i	Cn1c(=O)cc(OCC(=O)N2CCCc3ccccc32)c2ccccc21
i	0.92	i	COc1ccccc1C(CNC(=O)c1cc(C)nc2ccccc12)N(C)C (stereo unspecified)
i	0.65	i	COc1cc(C=O)c(Br)cc1OCC(=O)NCCc1ccccc1
i	-0.35	i	CC1=NN(c2nc(-c3ccc(C)cc3)cs2)C(=O)C1N=Nc1ccccc1O (stereo unspecified)
i	-0.02	i	CN(C)S(=O)(=O)c1ccc(C(=O)N2CCN=C2SCc2cccnc2)cc1
i	-0.7	i	CCOC(=O)C1CCN(C(=O)COC(=O)c2ccc3[nH]c4c(c3c2)CCCC4)CC1
i	0.43	i	COc1cccc(/C=C2/SC(=O)N(C)C2=O)c1OCc1ccc(C(=O)O)cc1
i	1.87	i	O=C(Nc1ccc(OC(F)(F)F)cc1)Nc1cccnc1
i	1.65	i	CC1(C)CC(=O)c2cc(OCC(=O)NCCN3CCOCC3)ccc2O1
i	-0.08	i	CCOC(=O)C1CCN(C(=O)Cn2cccc2C(=O)c2ccccc2)CC1
i	0	i	CCOc1ccc(C(=O)/C=C/c2ccccc2C(F)(F)F)cc1
i	0.39	i	CCN(CC(=O)Nc1c(F)cccc1F)C(=O)CCc1ccc(OC)cc1
i	-1.82	i	COc1ccc(C)cc1NC(=O)Nc1cnccn1
i	-1.95	i	CCC(C(=O)O)n1nnc(-c2ccc(OCc3ccccc3)c(OC)c2)n1 (stereo unspecified)

Entries of single compounds, looked up by structure.
Listed for COc1ccc(-n2c(SCC(=O)NCC3CCCO3)nc3ccccc32)cc1 (stereo unspecified) → CHT block: -5.53*; Kir21 inh: -0.42; KCNQ2 block: i
Listed for COc1cccc(/C=C2/SC(=O)N(C)C2=O)c1OCc1ccc(C(=O)O)cc1 → CHT block: i; Kir21 inh: 0.43; KCNQ2 block: i

Of the compounds above, these have bromine.
CHT block	Kir21 inh	KCNQ2 block	SMILES
i	-1.41	i	COC(=O)C1=C(C)NC(=O)CC1c1ccc(F)c(Br)c1 (stereo unspecified)
i	-0.07	i	COc1ccc(N2CCCC2)c(NC(=O)c2ccc(Br)o2)c1
i	-1.93	i	COc1cc(OC)c(CN2CCCN(C)CC2)cc1Br
i	0.65	i	COc1cc(C=O)c(Br)cc1OCC(=O)NCCc1ccccc1

New compounds follow
CHT block	Kir21 inh	KCNQ2 block	SMILES
i	0.48	i	O=C(NC1CCCC1)c1cccnc1N1CCCCCC1
i	-0.53	i	CCOC(=O)c1oc2ccccc2c1CSc1nnc(-c2ccco2)o1
i	0.22	i	CCN=C1S/C(=C\c2ccc(Sc3ccc(Cl)cc3)o2)C(=O)N1CC
i	-4.46*	i	CC1CCN(CCCOc2ccc(Cl)cc2Br)CC1
i	-1.11	i	c1coc(-c2ncc[nH]2)c1
i	-2.5	i	O=C(COc1ccc(Cl)cc1Cl)NNC(=S)NCc1ccco1
i	-1.43	i	N#CC1=C(N)OC2=C(C(=O)CCC2)C1c1ccsc1 (stereo unspecified)
i	0.77	i	Cc1c(NC(=O)NC(=O)c2ccc(F)cc2)c(=O)n(-c2ccccc2)n1C
i	0.37	i	CCCCNCc1nc2ccccc2c(=O)[nH]1
i	0.52	i	COC(=O)c1ccccc1NC(=O)Oc1ccc(F)cc1
i	0.13	i	O=S1(=O)N=C(N=Nc2c(O)[nH]c3ccccc23)c2ccccc21
i	0.08	i	Clc1ccc(-n2nnnc2-c2cnc(-c3ccncc3)nc2-c2cccs2)cc1
i	0.87	i	Cc1csc(NC(=O)CSc2ncn(-c3ccccc3)n2)n1
i	-1.26	i	CC(C)NS(=O)(=O)c1ccc(CCC(=O)Nc2ccc3c(c2)OCCO3)cc1
i	0.04	i	O=C(Cc1ccc(F)cc1)N1CCC(N2CCC(C(=O)N3CCOCC3)CC2)CC1
i	0.21	i	CCOc1ccc(C(=O)Nc2cc3c(cc2N2CCCC2)n(CC)c(=O)n3CC)cc1OCC
i	1.58	i	CCCNC(=O)C1CC(=O)N(c2ccc(OCC(=O)Nc3cc(C)cc(C)c3)cc2)C1 (stereo unspecified)
i	-0.1	i	CCOc1ccc(NC(=O)CN(C)C(=O)CCNC(=O)c2ccc(Br)cc2)cc1OCC
i	-0.35	i	CCN1CCN(C(=O)C2CCN(C(=O)c3cc4sccc4n3CC)CC2)CC1
i	-1.74	i	CC(=O)Nc1ccc(S(=O)(=O)N2CCSC2)cc1
i	-0.22	i	Cc1ccc(C)c(S(=O)(=O)N2CCN(C(=O)C3CCN(C(=O)c4ccc(F)cc4)CC3)CC2)c1
i	-1.98	i	COc1cc2c(cc1OC)CN(CC(=O)Nc1ccc3c(c1)OC(F)(F)O3)CC2
i	1.3	i	Cc1ccc2nc3c(c(C(=O)O)c2c1)CCC3
i	-1.62	i	Cc1cc(O)c(C=Nc2cccc(Cl)c2)c(=O)o1
i	-0.5	i	O=C(NC1CCCC1)C1CCN(c2cnccn2)CC1
i	0.37	i	CCOC(=O)c1c(C)[nH]c(C(=O)NCCN2CCOCC2)c1C
i	1.27	i	CCN(CCn1cccn1)C(=O)CC1C(=O)NCCN1Cc1ccc(F)cc1 (stereo unspecified)
i	2.28	i	CCCN1CCN(C(=O)Cn2cnc3ccc(S(=O)(=O)N4CCC(C)CC4)cc3c2=O)CC1
i	-1.29	i	C/C(=N/NC(=O)c1nnn(-c2nonc2N)c1COc1ccccc1)c1ccc(O)cc1
i	1.94	i	CN1C(C(=O)NCc2cccc(Br)c2)CC2Cn3c(nc4ccccc43)C21 (stereo unspecified)
·	0.76	i	COc1cc(C2CC(=O)n3c(nc4ccccc43)S2)cc(OC)c1OC (stereo unspecified)
i	0.03	i	CN1C(=O)c2cccc3c(S(=O)(=O)N4CCCC4C(=O)O)ccc1c23 (stereo unspecified)
i	0.47	i	Cc1csc(NC(=O)c2cccnc2Cl)n1
i	-0.95	i	CC(C)Oc1cccc(C(=O)C2CCCN(C(=O)c3ccccn3)C2)c1 (stereo unspecified)
i	-2.54	i	CC(C)NC(=O)COC(=O)c1ccccc1Oc1ccccc1
i	-0.45	i	CC1CCN(CCCNC(=O)c2ccc(CS(=O)(=O)Cc3ccc(Cl)cc3)o2)CC1
i	-1.48	i	O=C(O)C1Sc2[nH]c(=O)sc2C2c3ccc(O)cc3OC(=O)C12 (stereo unspecified)
i	-0.61	i	O=C(O)c1cc(S(=O)(=O)N2CCOCC2)ccc1N1CCCCC1
i	-0.23	i	O=C(CN1C(=O)NC2(CCCC2)C1=O)OCCOc1ccccc1
i	-0.01	i	Brc1ccc(-c2nc3ncccn3c2Nc2ccc3c(c2)OCCO3)o1
i	-0.39	i	Cc1ccc(N2CCN(CC(O)COc3cccc4ccccc34)CC2)cc1 (stereo unspecified)
i	1.38	i	COC(=O)c1ccc(C(=O)OC)c(NC(=O)C2CCCO2)c1 (stereo unspecified)
i	0.85	i	O=C(c1ccccc1)c1cc(-c2ccccc2)on1
i	-2.52	i	CC(C)c1ccccc1OCCNC(=O)c1cncc(Br)c1
i	1.67	i	COc1cc(Cl)ccc1NC(=O)COc1ccccc1C(=O)NN

Just KCNQ2 block, for 2 of the compounds above:
canonical_smiles,KCNQ2 block
O=C(CN1C(=O)NC2(CCCC2)C1=O)OCCOc1ccccc1,i
Brc1ccc(-c2nc3ncccn3c2Nc2ccc3c(c2)OCCO3)o1,i

(continued)
CHT block	Kir21 inh	KCNQ2 block	SMILES
i	-1.22	i	Cc1ccc(F)c(N=Cc2c(O)c3ccccc3oc2=O)c1
i	-1.09	i	Cc1cc(N=Nc2ccc(Cl)cc2)cc(CN2CCOCC2)c1O
i	-2.26	i	CCC(C)(C)NC(=O)CN(C(=O)CNS(=O)(=O)c1ccccc1)c1ccc2c(c1)OCCO2
i	0.44	i	Cc1cc(C)nc(NC(=O)c2ccc(Br)s2)n1
i	-0.06	i	Cc1ccc(OCc2n[nH]c(=S)n2N)cc1C
i	0.16	i	COCCCN1C2=C(C(=O)CC(C)(C)C2)C(c2ccc(OC)c(OC)c2)C2=C1CC(C)(C)CC2=O
i	-0.82	i	COc1ccc(CCN2C(=O)c3cccnc3C2=O)cc1OC
i	1.15	i	Cn1c(=O)c2c(ncn2CCCC(=N)N2CCOCC2)n(C)c1=O
i	1.26	i	O=C(CSc1ccccn1)Nc1ccc2c(c1)oc1ccccc12
i	1.07	i	COCC(=O)N/N=C\c1ccc(OC/C=C/c2ccccc2)c(OC)c1
i	-3.79	i	COc1cc(Cl)c(C)cc1NC(=O)CSc1nnc(-c2cccnc2)n1Cc1ccco1
i	-0.77	i	O=C(CCC1COc2ccccc2O1)Nc1ccccn1 (stereo unspecified)
